Screens from PubChem.
mIAP act = mouse IAP activation. AID 2805. 330,000 compounds, 0.24% hits. activation factor at 10 µM. muIAP, CDP-Star luminescence, 30 min; active compounds read high; 1 = vehicle-only enzyme signal, 0 = enzyme-free wells;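 active = activation factor of at least 2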; note: the source names both 10 and 20 µM as test concentration; values of inactives mirror those of a sister screen read the other way
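Assay system: mouse IAP enzyme; reagent: chemiluminescent substrate CDP-Star; dosing: test compounds delivered from DMSO solution; schedule: 30 min at room temperature; measured by: luminescence from enzymatic CDP-Star hydrolysis; controls: DMSO-only wells and no-enzyme negative control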
Apaf-1 inh = inhibitors of human Apaf-1 apoptosome | O14727 | reconstituted apoptosome caspase-3 activity, DEVD-Rh110 fluorescence | inhibition, % at 20 µM | 330,000 compounds, 0.71% hits | AID 489030; active = inhibition of at least 40% at 20 µM;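 note: plate controls were DMSO wells for no effect and DEVD-CHO caspase inhibitor wells for full effect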
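Material: reconstituted apoptosome with Apaf-1, cytochrome c, caspase-9, procaspase-3, dATP. Technique: Rh110 fluorescence intensity. Buffer or medium: pH 7.5 Hepes buffer with CHAPS, BSA, DTT. Times: 30 min plus 50 min, RT.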
ATG4B inhibitor = inhibitors of human ATG4B cysteine protease | Q9Y4P1 | ATG4B cleavage of LC3-PLA2, NBD-HPC fluorescence, 1 h | inhibition, % at 8.33 µM | 340,000 compounds, 0.51% hits | AID 504462; in the data active = inhibition above about 40%
Target sequence (Q9Y4P1 whole entry, looked up): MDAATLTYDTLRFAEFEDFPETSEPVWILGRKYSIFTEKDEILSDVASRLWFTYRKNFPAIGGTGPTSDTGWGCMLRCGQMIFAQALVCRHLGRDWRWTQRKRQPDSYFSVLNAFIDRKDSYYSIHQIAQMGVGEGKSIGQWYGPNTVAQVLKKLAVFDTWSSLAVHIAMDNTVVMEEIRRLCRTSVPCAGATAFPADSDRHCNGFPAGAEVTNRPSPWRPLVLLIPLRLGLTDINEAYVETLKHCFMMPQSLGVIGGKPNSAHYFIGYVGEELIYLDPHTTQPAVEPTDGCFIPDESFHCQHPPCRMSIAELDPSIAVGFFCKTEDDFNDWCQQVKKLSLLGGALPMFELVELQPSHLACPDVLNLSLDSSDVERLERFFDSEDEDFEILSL
tim10-1 inh = inhibits growth of tim10-1 mutant yeast. 330,000 compounds, 2.2% hits. AID 463190. inhibition, % at 20 µM. S. cerevisiae tim10-1 ts strain growth, BacTiter-Glo, 24 h;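 active = inhibition of at least 40%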;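 note: mutant grown at 25 °C; 0% = DMSO wells with yeast and 100% = wells holding no yeast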
mIAP inh = blocks mouse intestinal alkaline phosphatase | 330,000 compounds, 0.2% hits | purified mouse IAP, CDP-Star luminescence, 30 min | inhibition, % at 10 µM;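 active = inhibition of at least 40% at 10 µM in the primary screen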;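 note: plate controls were DMSO with enzyme for no effect and no enzyme wells for full effect; values of inactives mirror those of a sister screen read the other way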
NLRP3 yeast inh = inhibitors of NALP3 inflammasome in yeast; Yeast reconstituted NLRP3/ASC/caspase-1, beta-gal luminescence, 24 h; AID 2825; inhibition, % at 10 µM; 330,000 compounds, 0.39% hits;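 active = inhibition of 50% or more; inactive = inhibition below 50%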;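 note: plate controls were induced DMSO wells for no effect and uninduced yeast grown without galactose for full effect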
hIAP act = human IAP activation; purified human IAP, CDP-Star luminescence, 30 min; active compounds read high; 1 = vehicle-only enzyme, 0 = enzyme-free background; activation factor at 10 µM; 330,000 compounds, 0.16% hits; AID 2524;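 active = activation factor of the enzyme at least 2-fold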; note: the source names both 10 and 20 µM as test concentration; values of inactives mirror those of a sister screen read the other way
Target sequence (P09923 whole entry, looked up): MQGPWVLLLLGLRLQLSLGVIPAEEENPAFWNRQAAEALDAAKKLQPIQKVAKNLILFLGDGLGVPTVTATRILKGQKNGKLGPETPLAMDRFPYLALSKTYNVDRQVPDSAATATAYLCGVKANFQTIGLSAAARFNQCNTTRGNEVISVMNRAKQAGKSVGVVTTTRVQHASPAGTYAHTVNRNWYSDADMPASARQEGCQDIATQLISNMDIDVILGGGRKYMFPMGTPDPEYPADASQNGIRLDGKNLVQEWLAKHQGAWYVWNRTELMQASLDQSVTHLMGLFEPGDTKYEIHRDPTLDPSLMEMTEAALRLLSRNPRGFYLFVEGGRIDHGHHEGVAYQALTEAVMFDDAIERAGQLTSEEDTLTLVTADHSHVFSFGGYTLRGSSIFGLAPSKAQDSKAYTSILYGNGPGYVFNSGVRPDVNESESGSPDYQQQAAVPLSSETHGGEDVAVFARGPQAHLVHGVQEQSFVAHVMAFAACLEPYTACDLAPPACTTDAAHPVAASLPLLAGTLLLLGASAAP
hIAP inh = blocks human intestinal alkaline phosphatase. inhibition, % at 10 µM. P09923. 330,000 compounds, 0.12% hits. purified IAP, CDP-Star luminescence, 30 min;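 active = inhibition reaching a set limit with compound at 10 µM in the primary screen, cut at about 35% in these data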;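 note: plate controls were DMSO wells with enzyme for no effect and no-enzyme buffer wells for full effect; values of inactives mirror those of a sister screen read the other way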
TIM10 inh = inhibits growth of TIM10 yeast strain; inhibition, % at 10 µM; AID 463195; 330,000 compounds, 1.4% hits; S. cerevisiae TIM10 strain growth, BacTiter-Glo luminescence, 24 h;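 active = inhibition of 40% or more at the single tested concentration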;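 note: wild-type TIM10 isogenic control strain grown at permissive 25 °C; 0% = DMSO yeast wells and 100% = minimal medium wells without yeast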
* = called active by the depositor; / = not tested or not shown.

1: COc1ccc(C2=NOC(Cn3nc(-c4ccccc4)cc3C(=O)NCc3cccc(Br)c3)C2)cc1 (centres undefined)
2: Cn1nccc1NC(=O)Nc1cccc([N+](=O)[O-])c1
3: O=[N+]([O-])c1ccc(N2CCN(S(=O)(=O)c3ccc(Cl)c(Cl)c3)CC2)cc1NCCN1CCOCC1
4: C[C@@H](C(=O)NCc1ccc(S(C)(=O)=O)cc1)[C@@H]1C[C@@]1(C)[C@@H](NC(=O)OCc1ccccc1)c1ccccc1
5: O=C(Cn1c2[n+](c3ccc(C(F)(F)F)cc31)CCCCC2)Nc1c(F)cccc1F
6: O=C(O)/C=C/c1cn(-c2ccccc2)nc1-c1ccc(-c2ccc([N+](=O)[O-])cc2)o1
7: CCC(=O)N1CCc2cc(Br)cc(S(=O)(=O)N3CCCCCC3)c21
8: CC(C)CCN(C)C1CCN(C(=O)Nc2c(F)cccc2F)CC1
9: CC1(C)CC2CC(C)(CN2C(=O)NC(=O)c2ccccc2)C1 (centres undefined)
10: CCOC(=O)N1CCN(c2cc(=O)n(C)c(=O)n2C)CC1

assay / compound	1	2	3	4	5	6	7	8	9	10
mIAP act	3.8*	0.96	0.92	1.1	1.1	0.99	1.1	0.98	0.99	1
Apaf-1 inh	17	-22	10	3	-24	12	18	1	-8	-3
ATG4B inhibitor	-6	-4	-12	-4	-4	-1	-7	4	-4	-5
tim10-1 inh	24	5	12	-3	12	4	35	1	17	-2
mIAP inh	-276	4	8	-13	-7	1	-10	2	0	-1
NLRP3 yeast inh	10	12	17	-10	0	-5	16	-2	-13	7
hIAP act	1.1	0.91	0.9	0.84	1	0.85	0.99	0.88	0.99	0.92
hIAP inh	-10	9	10	16	-2	15	1	12	1	8
TIM10 inh	-17	17	19	3	3	18	31	0	17	10

11: CCOC(=O)c1ccc(NC(=O)COc2ccc(S(=O)(=O)NC(C)CC)cc2)cc1 (centres undefined)
12: O=C(Nc1ccc2c(c1)OCCO2)c1cccc2nc3ccccc3nc12
13: CC(=O)Nc1ccc(NS(=O)(=O)c2ccc3c(c2)oc(=O)n3C)cc1
14: O=Cc1ccc(OC(=O)c2cc(Cl)nc3ccccc23)cc1
15: O=C(Nc1ccccc1)C1CCCN(C(=O)c2ccc(F)cc2)C1 (centres undefined)
16: CCOc1ccc(CCNC(=O)CCNC(=O)c2ccccc2Cl)cc1OCC
17: COc1cc(OC)cc(C(=O)OCC(=O)Nc2ccc3[nH]c(=O)[nH]c3c2)c1
18: NC(=O)NC[C@@H]1CC[C@@H](Cc2ccc(-c3ccccc3)cc2)O1
19: CC(=O)N1CCc2c(sc(NC(=O)Cc3ccc(F)cc3)c2C#N)C1
20: COc1cc(N(C(=O)Cc2cccs2)C(C(=O)NC2CCCCC2)c2ccc(C)cc2)ccc1-n1cnnn1 (centres undefined)

assay / compound	11	12	13	14	15	16	17	18	19	20
mIAP act	1.1	0.83	1	1	1	0.99	0.92	1	1	1.1
Apaf-1 inh	-1	17	-18	-5	2	11	4	10	4	6
ATG4B inhibitor	-16	-20	-4	-4	8	3	6	80*	-4	-4
tim10-1 inh	6	39	-2	44*	11	12	-15	25	-3	5
mIAP inh	-6	17	-3	-1	0	1	8	-4	-5	-11
NLRP3 yeast inh	14	11	15	5	4	4	9	/	2	-11
hIAP act	1.2	0.97	1.1	1.1	0.86	1.3	1.2	/	1.1	0.91
hIAP inh	-19	3	-11	-12	14	-33	-15	/	-7	9
TIM10 inh	-4	36	8	14	10	0	-17	16	6	13

21: Cc1cccc(NC(=O)NCCN2CCCCC2)c1
22: COc1ccccc1NC(=O)c1ccc(NC(=O)CSc2n[nH]c(N)n2)cc1
23: O=C(OCCN1CCN(c2ncc(C(F)(F)F)cc2Cl)CC1)c1ccc(F)cc1
24: COc1ccc(OC)c(COC(=O)c2cc([N+](=O)[O-])ccc2N2CCOCC2)c1
25: COc1ccc(OCCCC(=O)Nc2cccc(SC)c2)cc1
26: Cc1ccn(-c2ccc(NC(=O)c3cccs3)cc2)n1
27: c1ccc(Nc2ncnc3sc4c(c23)CCC4)cc1
28: O=C(NC1CCCc2ccccc21)c1cccc(Br)c1 (centres undefined)
29: Oc1ccc(CCNc2ncnc3ccc(Cl)cc23)cc1
30: COCCn1nnnc1C(c1cc2cc(C)ccc2[nH]c1=O)N1CCc2ccccc21 (centres undefined)

assay / compound	21	22	23	24	25	26	27	28	29	30
mIAP act	0.99	0.97	0.95	0.88	1.1	0.95	0.99	1.1	1.1	0.61
Apaf-1 inh	-16	-8	24	5	11	2	-5	5	11	32
ATG4B inhibitor	4	-20	-9	-4	8	-7	6	2	-9	-19
tim10-1 inh	-7	13	9	-2	22	13	24	28	-2	11
mIAP inh	0	3	5	12	-11	5	0	-8	-8	39
NLRP3 yeast inh	6	0	11	16	25	59*	33	6	10	12
hIAP act	1.1	0.96	0.96	0.96	0.81	0.86	1.1	0.87	0.96	0.85
hIAP inh	-11	4	4	4	19	14	-5	13	4	15
TIM10 inh	-8	4	7	-2	12	38	-25	5	-4	16

Entries listed so far containing four or more nitrogen atoms (7):
1: COc1ccc(C2=NOC(Cn3nc(-c4ccccc4)cc3C(=O)NCc3cccc(Br)c3)C2)cc1 (centres undefined)
2: Cn1nccc1NC(=O)Nc1cccc([N+](=O)[O-])c1
3: O=[N+]([O-])c1ccc(N2CCN(S(=O)(=O)c3ccc(Cl)c(Cl)c3)CC2)cc1NCCN1CCOCC1
10: CCOC(=O)N1CCN(c2cc(=O)n(C)c(=O)n2C)CC1
20: COc1cc(N(C(=O)Cc2cccs2)C(C(=O)NC2CCCCC2)c2ccc(C)cc2)ccc1-n1cnnn1 (centres undefined)
22: COc1ccccc1NC(=O)c1ccc(NC(=O)CSc2n[nH]c(N)n2)cc1
30: COCCn1nnnc1C(c1cc2cc(C)ccc2[nH]c1=O)N1CCc2ccccc21 (centres undefined)

assay / compound	1	2	3	10	20	22	30
mIAP act	3.8*	0.96	0.92	1	1.1	0.97	0.61
Apaf-1 inh	17	-22	10	-3	6	-8	32
ATG4B inhibitor	-6	-4	-12	-5	-4	-20	-19
tim10-1 inh	24	5	12	-2	5	13	11
mIAP inh	-276	4	8	-1	-11	3	39
NLRP3 yeast inh	10	12	17	7	-11	0	12
hIAP act	1.1	0.91	0.9	0.92	0.91	0.96	0.85
hIAP inh	-10	9	10	8	9	4	15
TIM10 inh	-17	17	19	10	13	4	16

Molecules shown so far with an aryl thioether with sulfur outside any ring, in the order listed:
22: COc1ccccc1NC(=O)c1ccc(NC(=O)CSc2n[nH]c(N)n2)cc1
25: COc1ccc(OCCCC(=O)Nc2cccc(SC)c2)cc1

assay / compound	22	25
mIAP act	0.97	1.1
Apaf-1 inh	-8	11
ATG4B inhibitor	-20	8
tim10-1 inh	13	22
mIAP inh	3	-11
NLRP3 yeast inh	0	25
hIAP act	0.96	0.81
hIAP inh	4	19
TIM10 inh	4	12

Further entries follow:
31: COc1ccc(-n2ccnc(SCC(=O)NC3CCCC3)c2=O)cc1OC
32: COC(=O)c1ccc2c(=O)n(Cc3ccc(C(=O)NCCCN4CCC(C)CC4)cc3)c(=S)[nH]c2c1
33: Cc1ccc(N2C(=O)C3CCC(C)(C2=O)C3(C)C)cc1 (centres undefined)
34: CCc1ccc(NC(=O)C2CCCN(S(=O)(=O)c3ccc4c(c3)CCCN4C(C)=O)C2)cc1 (centres undefined)
35: CSc1ncc(OCc2ccccc2)c(=O)[nH]1
36: COc1ccc(CCNC(=O)C2CCCN(S(=O)(=O)c3cc(C)ccc3OC)C2)cc1OC (centres undefined)
37: O=[N+]([O-])c1ccc(-c2cn3nc(-c4ccccc4)c(-c4ccccc4)nc3n2)cc1
38: CC(Sc1ccccc1)C(=O)N/N=C/c1cccnc1 (centres undefined)
39: CC(Oc1ccc(Cl)cc1)C(=O)Nc1ccccc1N1CCOCC1 (centres undefined)
40: CC(C)C(=O)Nc1cccc(NC(=S)NC(=O)c2ccc([N+](=O)[O-])cc2)c1

assay / compound	31	32	33	34	35	36	37	38	39	40
mIAP act	0.84	0.9	1	1.1	0.97	1.1	0.92	1.1	1	0.9
Apaf-1 inh	4	-3	-23	13	-10	1	2	15	11	19
ATG4B inhibitor	-15	5	-4	-4	-7	-6	-2	4	8	-13
tim10-1 inh	-2	5	12	28	3	-9	15	18	7	29
mIAP inh	16	10	0	-14	3	-10	8	-9	-1	10
NLRP3 yeast inh	16	6	-3	9	-1	4	10	-10	17	13
hIAP act	1.2	1.2	1.3	1	0.98	1.1	1	1.2	0.99	0.98
hIAP inh	-16	-16	-26	-4	2	-12	-2	-21	1	2
TIM10 inh	16	1	21	5	3	-1	1	-7	3	33

41: COc1ccc2[nH]c(=O)c(CN(C(=O)COc3ccccc3)C(C)C)cc2c1
42: Cc1ccc(C(=O)n2c(-c3ccccc3)cnc2SCC(=O)Nc2ccc(C)cc2C)cc1
43: Cc1noc(C)c1CCC(=O)NC1CCCN(Cc2ccc(CC(C)C)cc2)C1 (centres undefined)
44: Cc1ccnc(SCc2ccc(C(=O)O)cc2)n1
45: O=C(O)CCN1C(=O)/C(=C2\C(=O)N(Cc3ccccc3Cl)c3ccccc32)SC1=S
46: CCOC(=O)c1ccc(NC(=O)COc2ccc(CNCCO)cc2OCC)cc1
47: CCNC(=O)/C(C#N)=C/c1c(N2CCN(c3ccccc3)CC2)nc2c(C)cccn2c1=O
48: O=C(c1cc(COc2ccc(F)cc2Cl)on1)N1CCN(C2CCCCC2)C(=O)C1
49: Cc1nn(C)cc1C(C(=O)NC1CCCCC1)N(Cc1ccccc1Cl)C(=O)c1cnccn1 (centres undefined)
50: C=CCn1c(=O)c(C(=O)Nc2ccccc2C(=O)OCC)c(O)c2ccccc21
51: CC(=O)Nc1cccc(-c2csc(Nc3ccccn3)n2)c1
52: Cc1ccc(C)c(/C=C(\C(=O)O)c2ccc(S(=O)(=O)N3CCCCC3)s2)c1
53: CC(C)C(NS(=O)(=O)c1cccc2nsnc12)C(=O)NCCC1=CCCCC1 (centres undefined)

assay / compound	41	42	43	44	45	46	47	48	49	50	51	52	53
mIAP act	1.1	0.86	0.93	1	0.83	1	0.87	0.94	1.1	0.9	1	0.89	1
Apaf-1 inh	5	5	8	-9	-121	-8	22	8	2	2	-11	12	7
ATG4B inhibitor	-13	-7	10	1	/	-7	4	-3	-8	-2	-20	16	-4
tim10-1 inh	7	21	2	-4	-1	-6	8	38	5	-29	12	11	-5
mIAP inh	-13	14	7	0	17	-5	13	6	-7	10	-4	11	-1
NLRP3 yeast inh	12	14	8	14	21	17	13	7	8	12	18	6	6
hIAP act	0.82	0.95	1.1	1.1	0.91	0.9	0.92	0.88	0.86	0.9	2.2*	0.87	0.9
hIAP inh	18	5	-12	-6	9	10	8	12	14	10	-118	13	10
TIM10 inh	4	26	13	10	-20	6	27	19	13	4	11	17	-1
